Coupling enz = counter-screen for Giardia aldolase inhibitors: coupling enzyme system; coupling enzyme system counterscreen, AmpLite Red fluorescence; activity change, negative = inhibition, % at 58.2 µM, hits read low; hit rate 0.67% among 290,000; AID 2472; in the data active = activity change below about -30%; note: % is set by controls: 0 for no effect and ±100 for the full control effect
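Activity here indicates interference with the coupling reaction, not aldolase inhibition. Compounds at 57.5 uM final met coupling enzymes for 10 min at RT; substrate and AmpLite Red detection followed, with a 525/598 nm fluorescence read after 20 min.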
ELG1 genotox = inducers of genotoxicity in HEK293T ELG1-luciferase cells | HEK293T ELG1-luciferase reporter, luminescence, 16 h | Potency, µM (doses to about 46 µM), for the others: top-dose activity change, positive = activation, most hits filed as activators | hit rate 1.3% among 330,000 | AID 504466; note: potency is the fitted concentration of half-maximal effect; % of control where 0% means no effect; nearly all actives have a fitted effect of over 60% in size
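Genotoxic stress is detected as increased luminescence from luciferase-tagged ELG1 in HEK293T cells, measured with ONE-Glo after a 16 hr treatment at 37 °C.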
Giardia killer = Giardia lamblia killing. AID 540267. activity change, % at 7.66 µM, hits read low. hit rate 0.15% among 340,000. Giardia lamblia trophozoite viability; in the data active = activity change below about -80%; inconclusive = between about -30% and that limit;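 note: parasites exposed to compound for two days anaerobically before the ATP read; % is set by controls: 0 for no effect and ±100 for the full control effect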
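ATP-content bioluminescence gauges trophozoite survival. Cells (100/well) receive compound and incubate anaerobically for 48 hrs at 37 deg C; detection reagent follows for 15-30 min at room temperature.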
Rab9 prom act = activators of Rab9 promoter; Potency, µM (highest dose often 9.22 µM), inactives show top-dose activation, negative = inhibition, actives largely listed as activators; hit rate 2.8% among 320,000; Huh7 Rab9 promoter-luciferase reporter, luminescence, 24 h; note: potency is the fitted concentration of half-maximal effect; % of control where 0% means no effect; nearly all actives have a fitted effect of over 60% in size
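Measured in stably transfected Huh7 cells bearing a Rab9 promoter–luciferase construct: 24 h compound treatment at 37 °C, followed by luminescence detection.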
FLuc modulator = firefly luciferase modulation, counter-screen for miR-21 project; purified FLuc, Km substrates, luminescence inhibition; Potency, µM (series often up to 57.5 µM), without a hit: top-dose activity change, negative = inhibition, actives largely listed as inhibitors; P08659; hit rate 6.9% among 360,000;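 note: potency is the fitted concentration of half-maximal effect; plate controls were vehicle for no effect and reference inhibitor for full effect; nearly all actives have a fitted effect of over 55% in size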
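Purified P. pyralis luciferase, 10 nM final, with Km-level 10 uM D-luciferin and 10 uM ATP in 50 mM Tris acetate pH 7.5, 10 mM Mg acetate, 0.01% Tween-20, 0.05% BSA; 6-point qHTS titration about 60 µM downward; luminescence read.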
VP16 counter = inhibits Gal4-VP16 luciferase reporter, ROR gamma counter-screen; Drosophila S2 Gal4-VP16 UAS-luciferase, luminescence, 20 h; Potency, µM (series often up to 53.6 µM), without a hit: at the highest dose activity, negative = inhibition, most hits filed as inhibitors; hit rate 3.5% among 310,000; AID 2546;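 note: Gal4-VP16 expression switched on by copper sulfate through the metallothionein promoter; potency is the fitted concentration of half-maximal effect; % is set by controls: 0 for no effect and ±100 for the full control effect; nearly all actives have a fitted effect of over 50% in size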
uPA generation = inhibitors of cell surface uPA generation; cell surface uPA generation assay, qHTS; Potency, µM (highest dose often 38.3 µM), for the others: at the highest dose activity change, negative = inhibition, hits mostly inhibitors; hit rate 0.31% among 330,000; AID 540303; active = well fitted inhibition curve with a large enough effect; inconclusive = small, poorly fitted or top-dose-only effect; inactive = no such curve, though single readings can be large or run the other way; tested in mouse RAW 264.7 cells; note: potency is the fitted concentration of half-maximal effect; % is set by controls: 0 for no effect and ±100 for the full control effect; nearly all actives have a fitted effect of over 55% in size
KCNH2 3.1 inh = blocks the human KCNH2 3.1 channel isoform; U2OS KCNH2 3.1, thallium flux FluxOr; hits give low values; activity change, % (tested at about 1.8 µM); hit rate 0.95% among 340,000; AID 720553;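 active = maximum activity change below -70%; inconclusive = maximum activity change from -70% to -50%; inactive = maximum activity change above -50%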;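 note: thallium influx rate constant from kinetic fluorescence after stimulation buffer; % is set by controls: 0 for no effect and ±100 for the full control effect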
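FluxOr-based Tl+ influx in U2OS cells transduced with KCNH2 3.1 virus; rate constants normalized to DMSO controls.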
NPC1 prom act = activates the NPC1 promoter; Huh7 NPC1 promoter luciferase reporter, 24 h; Potency, µM (series often up to 9.22 µM), inactives show top-dose activation, hits mostly activators; hit rate 2.4% among 320,000;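 note: potency is the fitted concentration of half-maximal effect; % of control where 0% means no effect; nearly all actives have a fitted effect of over 60% in size; reporter is driven by a mutant NPC1 promoter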
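Quantitative HTS used a cell-based reporter: Huh7 cells stably bearing the NPC1 promoter upstream of luciferase were treated with compounds for 24 h, and promoter activation was read as luminescence.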
RORg inh = ROR gamma (mouse) transcription inhibition; AID 2551; hit rate 5.4% among 310,000; P51450; Potency, µM (titrated, usually from 53.6 µM), without a hit: at the highest dose activity change, negative = inhibition, hits mostly inhibitors; Drosophila S2 Gal4-RORgamma UAS-luciferase reporter, 20 h; note: potency is the fitted concentration of half-maximal effect; % is set by controls: 0 for no effect and ±100 for the full control effect; nearly all actives have a fitted effect of over 60% in size
Target sequence (P51450 whole entry, looked up, the tested form may be a part): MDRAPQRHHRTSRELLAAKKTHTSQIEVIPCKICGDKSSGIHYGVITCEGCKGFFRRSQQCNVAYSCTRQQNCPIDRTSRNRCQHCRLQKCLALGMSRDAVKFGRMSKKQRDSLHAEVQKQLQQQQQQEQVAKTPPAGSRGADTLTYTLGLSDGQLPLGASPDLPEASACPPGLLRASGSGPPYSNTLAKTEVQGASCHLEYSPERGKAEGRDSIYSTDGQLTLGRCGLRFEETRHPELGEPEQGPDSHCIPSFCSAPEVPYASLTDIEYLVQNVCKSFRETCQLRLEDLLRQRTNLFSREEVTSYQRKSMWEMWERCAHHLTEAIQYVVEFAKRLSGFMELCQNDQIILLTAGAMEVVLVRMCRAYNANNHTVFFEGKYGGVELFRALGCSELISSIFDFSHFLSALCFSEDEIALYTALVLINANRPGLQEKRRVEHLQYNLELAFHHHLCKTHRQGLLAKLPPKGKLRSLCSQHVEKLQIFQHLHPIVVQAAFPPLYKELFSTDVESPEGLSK
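Using a luciferase readout, inhibitors were identified by reduced reporter activity in Drosophila cells coexpressing a copper-inducible Gal4–ROR gamma fusion and UAS-driven Photinus luciferase, incubated 20 hr after 700 uM copper sulfate.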
Tb PFK block = T. brucei PFK enzyme inhibition | O15648 | T. brucei PFK, ADP-Glo luminescence | Potency, µM (titrated, usually from 57.5 µM), for the others: at the highest dose activity, negative = inhibition, hits mostly inhibitors | hit rate 0.17% among 330,000 | AID 485367;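 note: potency is the fitted concentration of half-maximal effect; 0% = uninhibited 1x PFK enzyme wells and -100% = no-enzyme wells; nearly all actives have a fitted effect of over 60% in size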
Target sequence (O15648 whole entry, looked up): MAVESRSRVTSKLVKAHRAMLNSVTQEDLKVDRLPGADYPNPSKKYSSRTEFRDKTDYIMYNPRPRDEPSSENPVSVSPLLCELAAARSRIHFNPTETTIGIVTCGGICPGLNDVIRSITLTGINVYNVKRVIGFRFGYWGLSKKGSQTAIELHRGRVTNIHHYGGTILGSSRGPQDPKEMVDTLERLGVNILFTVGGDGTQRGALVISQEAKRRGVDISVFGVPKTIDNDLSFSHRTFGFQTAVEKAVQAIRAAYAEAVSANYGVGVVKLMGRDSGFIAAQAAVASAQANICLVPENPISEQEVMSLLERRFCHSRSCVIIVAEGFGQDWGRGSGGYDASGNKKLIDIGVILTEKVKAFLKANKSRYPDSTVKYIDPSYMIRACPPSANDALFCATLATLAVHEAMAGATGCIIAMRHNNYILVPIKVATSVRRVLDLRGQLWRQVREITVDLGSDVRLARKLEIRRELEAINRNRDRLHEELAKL
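PFK 1.25 nM, F6P 0.5 mM, ATP 0.1 mM, 0.1 M TEA pH 8.0, 5 mM MgCl2, 0.01% Tween20, 0.1% BSA; 45 min RT. ADP-Glo readout. qHTS titration up to 57 uM; curves fitted, compounds curve-classed.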
* marks the source's active call; other numbers are inactive results; ? = inconclusive; . = not tested or not shown; & = joins results of further samples; [ ] = another dose, or the depositor's remark. Unless noted, calls come from the whole dose curve; as a rule, active = well fitted curve in the direction sought with a large enough effect; inconclusive = small, poorly fitted or top-dose-only effect, or another doubt; inactive = no such curve, though single readings can be large; an effect the other way counts as inactive or inconclusive.

Results follow in this order: Coupling enz, ELG1 genotox, Giardia killer, Rab9 prom act, FLuc modulator, VP16 counter, uPA generation, KCNH2 3.1 inh, NPC1 prom act, RORg inh, Tb PFK block
[1] O=C(NCCN1C(=O)S/C(=C\c2cccs2)C1=O)c1ccc(=O)[nH]c1
  -3, -1%, ., 14%, -16%, 4%, ., ., 13%, 25%, -4%
[2] CCCNC(=O)CCCN1C(=O)c2ccccc2Sc2ncccc21
  1, 0%, -5, -10%, -1%, 4%, -2%, 7, -2%, 0%, -23%
[3] Cn1c(COc2ccc(Cl)cc2)nnc1SCC(=O)NC1CCCC1
  1, -2%, -1, 4%, 1%, -4%, 0%, 0, 3%, -8%, 5%
[4] C[C@H](CO)N1C[C@H](C)[C@@H](CN(C)Cc2ccc(C(=O)O)cc2)Oc2c(NS(=O)(=O)c3cn(C)cn3)cccc2C1=O
  ., 3%, -16, ., ., ., 6%, 13, ., ., 5%
[5] CCOc1ccc(NC(=O)C2CC(=O)N(CCc3ccc(OC)c(OC)c3)C2)cc1OCC (stereo not given)
  ., -3%, -19, -5%, 0%, ., 2%, 8, -3%, ., 16%
[6] Cc1ccc(C(=O)c2cn(-c3ccc(F)c(Cl)c3)nn2)cc1
  1, 7%, -15, 28%, -2%, 8%, 0%, 1, 19%, 11%, 1%
[7] O=S(=O)(CCSc1nc2ccccc2o1)Cc1ccccc1
  2, -2%, 8, 0%, -3%, -5%, -7%, 6, 1%, -10%, -2%
[8] Cc1ccc(NC(=O)c2cc(F)c(F)cc2Cl)nc1
  1, ?, ?, 0.89µM*, 8.5µM*, -17%, -7%, -3, 1.8µM*, -30%, 0%
[9] Cc1ccccc1NC(=O)C(C)c1cccc(C(=O)c2ccccc2)c1 (stereo not given)
  1, -2%, 10, 7%, 1%, 0%, 10%, 14, -5%, 8%, 3%
[10] CC1CN(c2snnc2C=C2C(=O)OC(C)(C)OC2=O)CC(C)O1 (stereo not given)
  -1, 0%, -12, -1%, -10%, 1%, -3%, 2, -3%, 0%, 15%
[11] Cc1cccc(C(C)n2nnc3ccccc32)c1O (stereo not given)
  ., -3%, -5, -6%, 0%, ., -8%, -6, 9%, ., 0%
[12] Cc1cc(NC(=O)CC(C)C)c(=O)n(Cc2cccc(F)c2)c1
  -30, 0%, 15, 1%, 2%, 5%, 6%, 25, -5%, -7%[1.91 µM], 3%
[13] O=C(Nc1ccccc1)c1ccc[nH]1
  0, 6%, 29, 3%, ?, 13%, -7%, 12, -2%, -2%, 0%
[14] CC#CCN1c2ccccc2[C@]23C[C@@H](C(=O)OC)N(C(=O)OCC)C2=NC(C(=O)OC)=C(C(=O)OC)[C@H]13
  0&-1, -1%, 3, -3%, 1%, 6%, -23%, -13, -6%, 12%, 1%
[15] COC(=O)Cc1cc(=O)[nH]c(/N=C(\N)Nc2ccc(C)cc2C)n1
  4, -4%, -10, -2%, 1%, -9%, -5%, 2, 12%, -7%, 0%
[16] COc1cc(SC)ccc1C(=O)Nc1ccc(OCC(=O)N2CCOCC2)cc1
  0, ?, ?, 1.8µM*, 0.48µM*, 11µM*, ?, 1, 2.8µM*, 10µM*, 1%
[17] CCc1ccc(N2CC(C(=O)NCC(C)(C)N3CCOCC3)CC2=O)cc1 (stereo not given)
  ., 6%, -5, 3%, 3%, ., 3%, -4, -2%, ., 0%
[18] CCCCN1C(=O)CCC(C(=O)O)C1c1ccc(OC)cc1 (stereo not given)
  -1, 0%, -6, 2%, 0%, -4%, -1%, -2, 3%, -6%, -1%
[19] Cc1cc(=O)[nH]c(N/N=C/c2ccc3c(c2)OCCO3)n1
  -2, ?, 7, ?, 11µM*, -22%, ?, 10, ?, -29%, -3%
[20] CCOC(=O)Cc1c(Cl)c2ccccc2[nH]c1=O
  3, -1%, 8, -4%, -5%, 4%, 2%, 8, -1%, 12%, -5%
[21] O=C(Nc1ccc(Br)cc1)Nc1ccccc1Cl
  -4, ?, 6, ?, 2.7µM*, -15%, ?, 4, 2.2µM*, 17%, -1%
[22] COc1cc(C(=O)OCC(=O)NCC2CCCO2)cc(OC)c1OC (stereo not given)
  ., 1%, 5, ., ., ., 1%, 3, ., ., 0%
[23] CCNC(=S)Nc1ccc(Cl)cc1Cl
  1, -2%, 11, -5%, 3%, -13%, -5%, 31, -5%, 11µM*, -3%
[24] CC1c2[nH]c3ccccc3c2CCN1S(C)(=O)=O (stereo not given)
  1, 2%, -17, -6%, 3%, -12%, 7%, -3, 1%, 41%, 0%
[25] O=[N+]([O-])c1ccc2nc(-c3ccc(Cl)cc3)n(OCc3ccccc3)c2c1
  -3, ?, -20, ?, 12µM*, ?, 2%, 6, ?, 24%, -2%
[26] O=C(Nc1cccc(Cl)c1)OCc1cnc(Cl)s1
  -1, 15%, 16, -2%, -15%, 1%, 6%, -3, -3%, 6%, 3%
[27] O=C(NCCCn1ccnc1)c1ccco1
  4, -7%, -8, -5%, -1%, -2%, 7%, -6, -2%, -21%, -1%
[28] COc1cccc(C2C(C(C)=O)=C(O)C(=O)N2Cc2ccco2)c1 (stereo not given)
  -4, 1%, 0, 1%, 4%, 5%, 5%, -10, -4%, -16%, 0%
[29] COc1cccc(CC(NC(C)=O)C(=O)NC2CCN(S(=O)(=O)c3ccc(C)cc3)CC2)c1OC (stereo not given)
  -1, 0%, -26, -2%, -2%, -1%, 4%, -2, -5%, 34%, 0%
[30] CC(=O)Nc1ccc(S(=O)(=O)N2CCN(C(=O)c3ccccc3F)CC2)cc1
  0, -1%, -8, 1%, 4%, -5%, 0%, 4, -5%, 26%, 6%
[31] COC(=O)C1CCCN1C(=O)COc1ccc(Cl)cc1Br (stereo not given)
  8, -1%, -4, -4%, -14%, -16%, -6%, 14, -4%, 2%, 1%
[32] O=C(NCc1cccnc1)C1CC(c2ccc(F)cc2)=NO1 (stereo not given)
  0, 0%, -18, -2%, -1%, -12%, ., 7, 0%, 0%, -11%
[33] COc1ccccc1/C=C/C=N/N1CCN(Cc2ccc(Cl)cc2)CC1
  3, -6%, 7, -2%, -3%, -3%, ., -11, -3%, -4%, -9%
[34] Nc1nc(SCc2ccc(Br)cc2)n[nH]1
  -2, 12%, 30[activator], 20%, ?, -10%, -6%, 1, 21%, 3%, -6%
[35] Cc1ccc(CN2CCNC(=O)C2CC(=O)N(C)Cc2cnccn2)cc1 (stereo not given)
  -6, 1%, -11, -8%, 0%, -4%, 4%, -8, -3%, -9%, 2%
[36] C=CCNCCCCOc1ccc(OCC)cc1
  1, 5%, 18, -3%, 0%, -8%, -8%, 14, 6%, -18%, 0%
[37] O=C(c1ccc(NS(=O)(=O)c2ccccc2)cc1)N1CCCCCC1
  ., -1%, -5, -5%, 1%, 6%, 1%, ., 1%, 30%, -13%
[38] CC(Sc1nnc(-c2ccccc2)c(-c2ccccc2)n1)C(=O)Nc1ncc(Cl)cc1Cl (stereo not given)
  -1, 1%, -11, 0%, -1%, 1%, -14%, -20, 4%, -3%, -6%
[39] Cc1cc(Br)ccc1NC(=O)C1C2CCC(O2)C1C(=O)O (stereo not given)
  0, 3%, 6, -3%, 1%, 2%, -15%, 3, -2%, 67%, 0%
[40] Nc1nonc1-n1nnc(C(=O)N/N=C/C2CCCCC2)c1-c1ccccc1
  ., 0%, 10, -3%, -2%, -3%, -2%, 0, 0%, -31%, -8%
[41] CCOC(=O)N1CCN(C(=O)c2ccccc2Oc2ccccc2)CC1
  11, -5%, -2, -3%, 8%, 0%, -2%, -11, 2%, 13%, -1%

In a second layout: entries from further up
entry	Molecule	Coupling enz	ELG1 genotox	Giardia killer	Rab9 prom act	FLuc modulator	VP16 counter	uPA generation	KCNH2 3.1 inh	NPC1 prom act	RORg inh	Tb PFK block
23	CCNC(=S)Nc1ccc(Cl)cc1Cl	1	-2%	11	-5%	3%	-13%	-5%	31	-5%	11µM*	-3%
24	CC1c2[nH]c3ccccc3c2CCN1S(C)(=O)=O (stereo not given)	1	2%	-17	-6%	3%	-12%	7%	-3	1%	41%	0%
25	O=[N+]([O-])c1ccc2nc(-c3ccc(Cl)cc3)n(OCc3ccccc3)c2c1	-3	?	-20	?	12µM*	?	2%	6	?	24%	-2%
26	O=C(Nc1cccc(Cl)c1)OCc1cnc(Cl)s1	-1	15%	16	-2%	-15%	1%	6%	-3	-3%	6%	3%

Rows are unselected; 14% or so of the library scored in one or more.
